# KCNK9 block = blocks the human KCNK9 two-pore domain potassium channel; B-score at 10 µM; 1.2% of 310,000 active; Q9NPC2; HEK293 KCNK9, FluxOR thallium flux fluorescence; active compounds read low;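 active = ratio B-score over 3 SD below the library mean, with starting fluorescence within 5 SD of its mean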;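 also: negative B-score means less thallium flux so channel inhibition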
# TRPC4 act = opens the mouse TRPC4 cation channel. Q9QUQ5. HEK293 TRPC4beta/mu-opioid, Fluo4 calcium fluorescence; active compounds read high. B-score at 10 µM. 0.49% of 310,000 active;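 active = B-score above 5 SD of library B-scores, and initial fluorescence ratio not above library mean plus 5 SD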;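 also: positive B-score marks a calcium rise read as TRPC4 activation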
#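 Assay system: HEK293 stable line with TRPC4beta plus mu-opioid receptor. Times: dye 45 min RT, read 110 s. Measured by: kinetic Fluo4 calcium fluorescence. Measure: B score of integrated ratio. Controls: assay buffer as low control, maximal DAMGO as high control.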
# PolyA inh = inhibitors of polyadenylation in S. cerevisiae. S. cerevisiae SKY197-pL101 polyadenylation reporter, beta-gal luminescence; efflux-impaired pdr1/pdr3 knockout yeast; score 100 = 6 SD above DMSO. calls only at 12 µM. 0.02% of 300,000 active;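 active = lowest replicate activity score at least 50, where 100 means six control SD above control mean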;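 also: yeast exposed to compound for 9 h at 30 °C; higher score means more reporter readthrough which indicates perturbed polyadenylation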
# KCNK3 inh = human KCNK3 channel inhibition, primary screen; O14649; CHO-KCNK3 thallium flux, FluxOR fluorescence; active compounds read low; B-score at 10 µM; 0.84% of 340,000 active; AID 602410;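 active = B-score under library mean minus 4 SD, starting fluorescence ratio at most library mean plus 5 SD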;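 also: more negative B-score means stronger inhibition of thallium flux through KCNK3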
# Platelet DG rel = modulates dense granule release in human platelets. 0.22% of 300,000 active. human platelet-rich plasma, SFLLRN dense granule ATP release, luminescence. inhibition, %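 (compounds screened at 7.5 µM in platelet-rich plasma)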;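 active = mean replicate score, as percent of positive control, at or above 50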
# hERG protect = shields human hERG channel from block by proarrhythmic agents; activation (rescue from dofetilide block), less the hit threshold, % at 10 µM; CHO-hERG, FluxOR thallium flux, dofetilide IC70 present; 0.51% of 310,000 active; Q12809;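 active = activation above the mean of controls blocked by dofetilide plus 5 SD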;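 also: thallium influx through hERG after potassium depolarization seen as dye fluorescence rise; in these data hits start at about 4.7%; inactives centre near -7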
# Target sequence (Q12809 whole entry, looked up): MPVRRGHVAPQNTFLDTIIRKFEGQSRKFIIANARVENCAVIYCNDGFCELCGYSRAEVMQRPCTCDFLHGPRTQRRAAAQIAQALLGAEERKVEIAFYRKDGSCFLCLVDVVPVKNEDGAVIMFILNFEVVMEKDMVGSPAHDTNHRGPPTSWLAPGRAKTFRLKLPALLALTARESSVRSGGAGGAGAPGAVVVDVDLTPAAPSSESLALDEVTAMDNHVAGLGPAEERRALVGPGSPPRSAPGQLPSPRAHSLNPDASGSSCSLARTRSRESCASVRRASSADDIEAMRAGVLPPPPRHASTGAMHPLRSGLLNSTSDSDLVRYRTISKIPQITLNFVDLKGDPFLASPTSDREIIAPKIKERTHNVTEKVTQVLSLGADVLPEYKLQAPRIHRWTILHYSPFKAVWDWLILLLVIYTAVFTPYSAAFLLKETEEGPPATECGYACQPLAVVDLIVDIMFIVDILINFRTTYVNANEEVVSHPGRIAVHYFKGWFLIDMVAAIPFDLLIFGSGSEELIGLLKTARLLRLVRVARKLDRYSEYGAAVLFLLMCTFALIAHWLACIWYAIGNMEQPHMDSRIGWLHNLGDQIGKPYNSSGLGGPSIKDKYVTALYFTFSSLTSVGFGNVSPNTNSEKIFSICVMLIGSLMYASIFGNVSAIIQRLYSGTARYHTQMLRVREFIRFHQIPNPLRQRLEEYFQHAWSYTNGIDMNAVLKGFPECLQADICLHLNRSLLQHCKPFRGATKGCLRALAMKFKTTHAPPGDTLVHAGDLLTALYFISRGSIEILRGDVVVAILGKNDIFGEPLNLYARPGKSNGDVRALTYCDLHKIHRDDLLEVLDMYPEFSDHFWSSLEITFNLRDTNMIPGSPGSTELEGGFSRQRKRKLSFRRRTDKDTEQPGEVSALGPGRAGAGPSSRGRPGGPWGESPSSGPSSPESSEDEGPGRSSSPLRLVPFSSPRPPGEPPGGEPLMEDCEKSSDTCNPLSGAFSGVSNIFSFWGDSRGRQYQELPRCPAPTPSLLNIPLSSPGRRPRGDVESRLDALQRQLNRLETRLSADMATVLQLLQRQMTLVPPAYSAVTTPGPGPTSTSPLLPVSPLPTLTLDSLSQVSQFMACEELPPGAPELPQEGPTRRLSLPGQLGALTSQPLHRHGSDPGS
# TRPC4 potent = allosteric potentiators of mouse TRPC4 channel. Q9QUQ5. HEK293 TRPC4beta/mu-opioid, DAMGO EC20, Fluo-4 Ca2+ flux; active compounds read high. B-score at 10 µM. 0.42% of 310,000 active;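 active = B-score of calcium response area above 5 SD of library B-scores, with initial fluorescence ratio within 5 SD of library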;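 also: B-score of integrated fluorescence ratio over time as area under calcium response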
# KCNQ1 act = human KCNQ1 channel potentiation or activation. 0.35% of 310,000 active. CHO-K1 KCNQ1, thallium flux FluxOR fluorescence; active compounds read high. P51787. B-score at 10 µM. AID 2648;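 active = fluorescence ratio B-score, a plate-corrected score, at least three library SD, with initial intensity B-score within 5 SD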
#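 Schedule – 37 °C overnight plating, 90-min dark dye load, 20-min compound pretreatment · System – stable KCNQ1 CHO-K1 line · Probe or stimulus – thallium- and potassium-containing depolarizing buffer · Measured by – kinetic FluxOR fluorescence, 10 s baseline plus 110 s post-stimulus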
# KCNQ1 block = human KCNQ1 channel inhibition; P51787; 1.3% of 310,000 active; B-score at 10 µM; CHO-K1 KCNQ1, FluxOR thallium flux fluorescence; active compounds read high;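 active = compounds whose thallium flux B-score, printed positive for inhibition, exceeds three library SD while starting fluorescence stays within three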;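 also: channel opened by potassium depolarization with thallium stimulus after 20 min compound exposure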
# TRPC4 block = inhibitors of mouse TRPC4 channel | HEK293 TRPC4beta/mu-opioid, DAMGO-evoked Fluo4 calcium flux; active compounds read low | B-score at 10 µM | 0.39% of 300,000 active | AID 2247;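 active = B-score over 3 SD under the library average, no early fluorescence shift, positive overall ratio signal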
#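 System: stable TRPC4beta/mu-opioid receptor HEK293 cells; Dosing: single-point compound dosing; Measured by: Fluo4 Ca2+ flux fluorescence; Read-out basis: per-well B score of integrated baseline-normalized Fluo4 ratio.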
# Dyrk1A ADPGlo = blocks rat Dyrk1A kinase activity | Q63470 | inhibition, % at 12.5 µM | 0.43% of 310,000 active | ADP-Glo luminescence, NFATc1 peptide; in the data active = inhibition above about 50%;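 also: plate controls were vehicle with enzyme for no effect and no enzyme for full effect; many of its hits are not listed in these tables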
# * marks the source's active call; other numbers are inactive results; i = inactive; nt = not tested or not shown. An excerpt; rates above refer to the full screens.
SMILES,KCNK9 block,TRPC4 act,PolyA inh,KCNK3 inh,Platelet DG rel,hERG protect,TRPC4 potent,KCNQ1 act,KCNQ1 block,TRPC4 block,Dyrk1A ADPGlo
CCOc1ccccc1N=NC1C(=O)N(C(N)=S)N=C1C (stereo not given),i,i,i,i,3,-6,i,i,i,i,-6
Cc1ccc(F)cc1CNC(=O)C1CCC(=O)N(CCc2ccccc2)C1 (stereo not given),i,i,i,i,5,-6,i,i,i,i,3
COc1ccc(Cl)cc1NC(=O)c1c(-c2ccccc2)noc1C,i,i,i,i,-2,-2,i,i,i,i,-6
CC1C/C(=N\NC(=O)c2ccc([N+](=O)[O-])cc2)CC(C)(C)C1 (stereo not given),i,i,i,i,7,-16,i,i,i,i,5
CC(C)CC(=O)N1CCN(Cc2ccccc2[N+](=O)[O-])CC1,i,i,i,i,-5,-2,i,i,i,i,0
CCC1=NC(c2ccccc2)N(O)C1(C)C (stereo not given),i,i,i,i,3,-3,i,i,i,i,-5
COc1ccccc1N1CCN(C(=O)CSc2ccc3c(C)cc(C)nc3n2)CC1,i,i,i,i,-3,-11,i,i,i,i,-1
COC(=O)c1cc(NC(=O)CN2C(=O)CSC2=O)ccc1Cl,i,i,i,i,-2,-7,i,i,i,i,4
CN1CCN(C(=O)C2=C[C@H](c3ccc(C(F)(F)F)cc3)C[C@H](OCCCCO)O2)CC1,i,i,i,i,0,-4,i,i,i,i,3
COc1ccc(C(=O)Nn2c(C)nc3ccccc3c2=O)cc1OC,i,i,i,i,2,-6,i,i,i,i,0
CSc1nnc2c(n1)c(C)nn2-c1ccc(C)cc1,i,i,i,i,8,-10,i,i,i,i,nt
Cn1c(=O)c(C(N)=S)cn(-c2ccccc2)c1=O,i,i,i,i,4,0,i,i,i,i,-4
CCOC(=O)c1cc(-c2nnc(SCC(=O)Nc3ccc(F)cc3)o2)c(C)nc1C,i,i,i,i,-18,-14,i,i,i,i,8
CC12CC3CC(C)(C1)CC(NCc1ccncc1)(C3)C2,i,i,nt,i,nt,-4,i,i,i,i,3
CCOc1ccc(NC(=O)COc2cccc3c2CCN(Cc2cccnc2)C3=O)cc1,i,i,i,i,-4,-7,i,i,i,i,nt
COc1ccc(CCNC2CCN(C)CC2)cc1OC,i,i,i,i,1,-7,i,i,i,i,-8
Cc1cccnc1NC(=S)Nc1ncccc1C,i,i,i,i,6,0,i,i,i,i,10
Clc1cc(Br)ccc1OCCN1CCOCC1,i,i,i,i,1,-14,i,i,i,i,nt
COC(=O)c1ccccc1NC(=O)CSc1nc2ccccc2c(=O)[nH]1,i,i,i,i,nt,-6,i,i,i,i,-10
CCC(C)[C@H](NC(=O)N1CCCCCC1)C(=O)OC (stereo not given in full),i,i,i,i,0,-3,i,i,i,i,nt
CCc1ccccc1NC1=NCC(=O)N1C1CCCCC1,i,i,i,i,-5,-10,i,i,i,i,-5
O=C(COc1ccc(Br)cc1CNCCCN1CCOCC1)Nc1ccccc1,i,i,i,i,3,-17,i,i,i,i,-1
CSCCC1NC(=O)N(CC(=O)Nc2ccc(N3CCCCC3)cc2)C1=O (stereo not given),i,i,nt,i,-2,-6,i,i,i,i,-1
Cc1cccc(C(=O)NNC(=S)NC(=O)c2ccccc2)c1,i,173*,i,i,-6,-1,i,23*,i,i,-7
CCOc1nc(N2CCOCC2)nc(C)c1[N+](=O)[O-],i,i,i,i,8,-4,i,i,i,i,0
COc1ccc(C(=O)CSc2nnc(-c3cccs3)n2-c2ccccc2)cc1,i,i,i,i,-7,-4,i,i,i,i,5
Cc1ccc([N+](=O)[O-])cc1NC(=O)Cc1cccs1,i,i,i,i,2,-10,i,i,i,i,6
CCOc1ccc(S(=O)(=O)N(C)CC(=O)N2CCN(CC)CC2)cc1,i,i,i,i,-12,-3,i,i,i,i,3
Cc1ccc(NC(=O)CSc2nc3ccccc3c(=O)n2Cc2cccs2)cc1,i,i,i,i,7,-7,i,i,i,i,2
CCn1c(/C=C/c2c(C)[nH]c3ccccc23)nc2ccccc2c1=O,i,i,i,i,-14,-5,i,i,i,i,5
COc1ccc(N2C(=O)C(O)C2c2ccc(C)cc2)cc1 (stereo not given),i,i,i,i,-8,-9,i,i,i,i,-2
O=C(C[n+]1cccc(CNC(=O)c2ccc(OC(F)F)cc2)c1)Nc1cc(C(F)(F)F)ccc1Cl,i,i,i,i,-6,-6,i,i,i,i,4
CCN(CC(=O)NCc1ccc(F)cc1)C(=O)c1ccc(Cl)cc1,i,i,i,i,3,-7,i,i,i,i,4
CCOC(=O)Cn1c(=O)c(F)cn(Cc2ccc(OC)c([N+](=O)[O-])c2)c1=O,i,i,i,i,11,-3,i,i,i,i,10
CCn1c(C)nc2cc(C(=O)NNC(=S)Nc3ccc(F)cc3)ccc21,i,i,i,i,-1,-7,i,i,i,i,4
O=c1c2sccc2nc(SCc2ccc([N+](=O)[O-])cc2)n1Cc1ccccn1,-9.6*,i,i,i,-4,-12,i,i,i,i,nt
Cc1nc2cc(NC(=O)CSc3nc4c(C)cccc4cc3C#N)ccc2s1,i,i,i,i,13,-8,i,i,i,i,1
CCC1COC(c2cccn2Cc2ccc(Cl)cc2)=N1 (stereo not given),i,i,i,i,11,-16,i,i,i,i,8
Cc1ccc(C2CCN(C(=O)Nc3ccc(F)cc3)C2)cc1 (stereo not given),i,i,i,i,10,-5,i,i,i,i,-2
Cc1ccc(C(=O)N2CCOCC2)c(F)c1F,i,i,i,i,5,-10,i,i,i,i,-3

# Entries shown so far containing two or more sulfur atoms (4):
SMILES,KCNK9 block,TRPC4 act,PolyA inh,KCNK3 inh,Platelet DG rel,hERG protect,TRPC4 potent,KCNQ1 act,KCNQ1 block,TRPC4 block,Dyrk1A ADPGlo
COc1ccc(C(=O)CSc2nnc(-c3cccs3)n2-c2ccccc2)cc1,i,i,i,i,-7,-4,i,i,i,i,5
Cc1ccc(NC(=O)CSc2nc3ccccc3c(=O)n2Cc2cccs2)cc1,i,i,i,i,7,-7,i,i,i,i,2
O=c1c2sccc2nc(SCc2ccc([N+](=O)[O-])cc2)n1Cc1ccccn1,-9.6*,i,i,i,-4,-12,i,i,i,i,nt
Cc1nc2cc(NC(=O)CSc3nc4c(C)cccc4cc3C#N)ccc2s1,i,i,i,i,13,-8,i,i,i,i,1

# Later entries
SMILES,KCNK9 block,TRPC4 act,PolyA inh,KCNK3 inh,Platelet DG rel,hERG protect,TRPC4 potent,KCNQ1 act,KCNQ1 block,TRPC4 block,Dyrk1A ADPGlo
CCOC(=O)NC(NC(=S)Nc1ccccc1[N+](=O)[O-])C(Cl)(Cl)Cl (stereo not given),i,i,i,i,5,-2,i,i,i,i,19
O=C(NNC(=O)C12CC3CC(CC(C3)C1)C2)c1ccccc1[N+](=O)[O-],i,i,i,i,16,-2,i,i,i,i,-4
CCOCCCNC(=O)C(=O)NCCCOCC,i,i,i,i,-26,-7,i,i,i,i,9
COc1cc(C(c2c(O)cc(C)[nH]c2=O)c2c(O)cc(C)[nH]c2=O)ccc1O,i,i,i,i,5,-2,i,i,i,i,-3
O=C(N1CCN(c2ncccn2)CC1)C12CC3CC(CC(C3)C1)C2,i,i,i,i,-9,-4,i,i,i,i,-1
CSCC[C@H](NC(=O)[C@@H]1CSC2c3ccccc3C(=O)N21)C(=O)N1CCC[C@H]1CO (stereo not given in full),i,i,i,i,0,-6,i,i,i,i,-2
COC(=O)[C@H](CCSC)NC(=O)NC1CCN(Cc2ccccc2)CC1,i,i,i,i,4,-6,i,i,i,i,6
COc1ccc(OC)c(/C=C/C(=O)Nc2ccc3c(c2)CCC3)c1,i,i,i,i,1,-6,i,i,i,i,15
O=C(CSc1nc2ccccc2o1)Nc1nc(-c2ccccc2)c(-c2ccccc2)s1,i,i,i,i,-9,-11,i,i,i,i,-3
CC(N=Cc1cc([N+](=O)[O-])ccc1O)c1ccccc1 (stereo not given),i,i,i,i,-1,-4,i,i,i,i,6
Cc1ccc(C2C(C(N)=S)=C(N)OC3=C2C(=O)CC(C)(C)C3)cc1 (stereo not given),i,i,i,i,-1,-11,i,i,i,i,-4
C=C(C)Cn1c(CCCNC(=O)CCC)nc2ccccc21,i,i,i,i,-5,-9,i,i,i,i,1
O=C(/C=C/c1ccc(Br)o1)OCc1nc2ccsc2c(=O)[nH]1,i,i,i,i,1,-14,i,i,i,i,nt
Cc1[nH]nc2c1C1(CCOCC1)C(C#N)=C(N)O2,i,i,i,i,-4,-9,i,i,i,i,3
O=C(CCc1c[nH]c2ccccc12)NCC(=O)Nc1ccc(F)c(F)c1F,i,i,i,i,18,-14,i,i,i,i,nt
Cc1sc2ncnc(SCC(=O)c3ccc4c(c3)OCCO4)c2c1-c1ccccc1,i,i,i,i,-3,-2,i,i,i,i,-1
Nc1ccc(S(=O)(=O)Nc2nccc(/C=C/c3ccc(Br)s3)n2)cc1,i,i,i,i,7,-3,i,i,i,i,-2
CCCCNC(=S)Nc1ccc(OC)nc1,i,i,i,i,-11,-7,i,i,i,i,9
CCCCOCCCNC(=O)c1ccc(OC)cc1,i,i,i,i,-4,-10,i,i,i,i,-6
CC1=CC(C)(C)N(C(=O)CSc2nncn2C)c2ccccc21,i,i,i,i,13,-1,i,i,i,i,nt
Cn1c(=O)oc2cc(S(=O)(=O)N3CCCc4ccccc43)ccc21,i,i,i,i,-1,-7,i,i,i,i,0
C=CCn1c(=O)n(CCC#N)c(=O)n(CCC#N)c1=O,i,i,i,i,-8,-6,i,i,i,i,5
O=C(NCC1CCNCC1)c1ccncc1,i,i,i,i,4,-9,i,i,i,i,1
COc1ccc2cnnc(SCC(=O)Nc3ccccc3)c2c1OC,i,i,i,i,5,-7,i,i,i,i,-2
CCC(C)(C)NC(=O)c1cc(S(=O)(=O)N2CCc3ccccc32)cn1C,i,i,i,i,4,-9,i,i,i,i,-6
CN(Cc1ccccc1)S(=O)(=O)c1ccc2c(c1)OCCO2,i,i,i,i,1,-1,i,i,i,i,-3
COc1cc(C(=O)Nc2ccc(S(=O)(=O)Nc3cc(C)on3)cc2)cc(OC)c1OC,i,i,i,i,0,-4,i,i,i,i,14
CC1(C)CCc2nc(SCc3ccccc3)c(C#N)cc2C1,i,i,i,i,4,-10,i,i,i,i,6
COC(=O)c1ccc(NC2=C(Cl)C(=O)OC2OC(=O)c2ccccc2)cc1 (stereo not given),i,i,i,i,0,-29,i,i,i,i,-4
CC(C)(C)OC(=O)NCCCC[C@H](NC(=O)c1nc[nH]c1C(=O)NCc1ccccc1)C(=O)OC(C)(C)C,i,i,i,i,-2,-8,i,i,i,i,2

# Screening data: PubChem BioAssay, several laboratories
